From PubChem BioAssay
CRFBP-R2 agonist: CRF-BP/CRF-R2 complex agonism; activation, % at 13.2 µM; 350,000 tested, 0.46% active; HEK293 CRF-R2/CRF-BP, calcium dye fluorescence (FLIPR); percent of saturating CRF peptide response;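 active = activation of at least 50%, plus an integration ratio under a set limit after plate pattern correction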;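 also: plate controls were neutral control wells without compound for no effect and CRF at EC100 for full effect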
M5 ag: CHRM5 agonism in calcium assay | 360,000 tested, 0.19% active | activation, % at 3 µM | CHO-K1 hM5 cells, Fluo-8 calcium fluorescence; 0% DMSO wells, 100% maximal acetylcholine response | P08912;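 active = activation above the run's mean over test compounds plus 3 SD, cut at about 23% in these data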;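 also: signal is peak over basal fluorescence ratio across the kinetic read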
Target sequence (P08912 whole entry, looked up): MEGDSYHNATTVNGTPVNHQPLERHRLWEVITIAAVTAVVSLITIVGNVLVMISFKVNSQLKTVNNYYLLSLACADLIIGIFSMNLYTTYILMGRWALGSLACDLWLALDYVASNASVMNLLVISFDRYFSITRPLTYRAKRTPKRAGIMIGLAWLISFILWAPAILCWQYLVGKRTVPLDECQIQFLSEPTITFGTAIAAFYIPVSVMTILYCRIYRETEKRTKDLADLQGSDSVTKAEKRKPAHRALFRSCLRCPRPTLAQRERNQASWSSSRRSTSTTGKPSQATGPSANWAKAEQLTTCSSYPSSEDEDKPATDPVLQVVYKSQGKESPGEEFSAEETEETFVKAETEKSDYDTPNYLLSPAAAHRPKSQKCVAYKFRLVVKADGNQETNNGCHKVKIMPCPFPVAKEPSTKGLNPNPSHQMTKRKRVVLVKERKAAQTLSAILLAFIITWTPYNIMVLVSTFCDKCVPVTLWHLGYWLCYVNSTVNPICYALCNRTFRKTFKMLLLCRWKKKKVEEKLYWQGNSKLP
M5 antag: blocks acetylcholine activation of human M5 receptor; P08912; CHO-hM5 cells, Fluo-8 calcium fluorescence, ACh EC80; 360,000 tested, 0.59% active; inhibition, % at 3 µM; AID 624040;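 active = inhibition above a per-plate cutoff, the mean of that plate's test compounds plus 3 SD, cut at about 27% in these data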;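 also: 0% = acetylcholine EC80 with DMSO and 100% = DMSO without agonist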
CHRM5 PAM: CHRM5 positive allosteric modulation | P08912 | CHO-K1 hM5, Fluo-8 calcium, ACh EC20 PAM; 0% = ACh EC20, 100% = ACh EC100 | activation, % at 3 µM | 360,000 tested, 0.3% active;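 active = activation above the run cutoff, the mean activation of all test compounds plus 3 SD, cut at about 18% in these data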
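system = human M5 receptor in CHO-K1 cells | reagent = EC20 acetylcholine as agonist stimulus | compound dosing = single-point, 3 µM nominal | incubation = Fluo-8 loading 80 min at 37 °C plus 30 min room temperature | detection = Fluo-8 calcium dye fluorescence, kinetic read | benchmarks = low control EC20 acetylcholine (0%), high control EC100 acetylcholine (100%)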
CHRM4 agonist: CHRM4 agonism in calcium assay. P08173. CHO-K1 hM4/Gqi5, Fluo-8 calcium fluorescence; vehicle 0%, full acetylcholine response 100%. activation, % at 3 µM. 360,000 tested, 0.14% active. AID 624127;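 active = activation above the run mean over all test wells plus 3 SD, cut at about 32% in these data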;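 also: peak over basal fluorescence ratio per well then scaled between controls; 0% = DMSO wells and 100% = acetylcholine at EC100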
Target sequence (P08173 whole entry, looked up): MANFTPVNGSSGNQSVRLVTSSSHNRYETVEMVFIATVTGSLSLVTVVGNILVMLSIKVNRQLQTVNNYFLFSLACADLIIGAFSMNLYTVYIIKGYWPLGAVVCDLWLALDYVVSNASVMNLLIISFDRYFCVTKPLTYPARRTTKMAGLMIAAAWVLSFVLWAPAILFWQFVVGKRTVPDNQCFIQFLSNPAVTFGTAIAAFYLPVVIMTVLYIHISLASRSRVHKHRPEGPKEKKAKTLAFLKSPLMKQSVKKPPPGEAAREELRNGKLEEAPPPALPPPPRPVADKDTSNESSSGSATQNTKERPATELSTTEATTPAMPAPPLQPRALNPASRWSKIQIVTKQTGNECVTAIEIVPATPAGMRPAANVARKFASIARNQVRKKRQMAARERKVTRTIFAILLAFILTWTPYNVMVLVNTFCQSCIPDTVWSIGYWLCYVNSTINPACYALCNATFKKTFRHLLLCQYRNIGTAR
CRFBP-R2 block: antagonists of CRF-binding protein/CRF-R2 receptor complex; HEK293 CRF-R2/CRF-BP, CRF-induced calcium fluorescence; inhibition, % at 11.8 µM; 350,000 tested, 0.59% active; AID 588475;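 active = inhibition of the ligand-induced calcium signal above about 50% at the single tested concentration, limit read from the data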
M4 antag: antagonists of human muscarinic M4 receptor (CHRM4). P08173. CHO-hM4 cells, ACh EC80, Fluo-8 calcium fluorescence. inhibition, % at 3 µM. 360,000 tested, 0.73% active. AID 624125;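 active = inhibition above its plate's cutoff, the mean inhibition of sample wells plus 3 SD, cut at about 27% in these data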;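 also: 0% = acetylcholine EC80 with DMSO and 100% = DMSO without agonist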
IDE inh: inhibitors of human insulin-degrading enzyme in cells; P14735; HEK cells, FAbetaB cleavage, fluorescence polarization; inhibition, % at 5.59 µM; 320,000 tested, 0.41% active; AID 434962;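 active = percent inhibition above the average of all tested compounds plus 3 SD, set per screening campaign, cut at about 16% in these data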;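 also: IDE supplied by intact live HEK cells; FP after avidin binding of uncleaved biotin substrate so inhibition keeps polarization high; 0% = DMSO wells and 100% = 60 µM reference IDE inhibitor Ii1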
CHRM4 PAM: CHRM4 positive allosteric modulation; CHO-K1 hM4/Gqi5, Fluo-8 calcium fluorescence, ACh EC20; 0% = ACh EC20, 100% = maximal ACh; 360,000 tested, 0.4% active; AID 624126; activation, % at 3 µM;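 active = activation above its plate's cutoff, the mean activation of sample wells plus 3 SD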; also: some results filed as inactive read as strong as hits
An asterisk follows results filed as active; nt = no result given.

Each structure is followed by: CRFBP-R2 agonist, M5 ag, M5 antag, CHRM5 PAM, CHRM4 agonist, CRFBP-R2 block, M4 antag, IDE inh, CHRM4 PAM
- CC(=O)Oc1ccc(C(=O)NCc2ccc3c(c2)OCO3)cc1
  -2.0, -3, 6, -3, 0, 10, -15, 2, 4
- COc1ccc(Nc2nc3nonc3nc2N2CCCCC2)cc1
  -0.8, -5, 15, -12, 9, 3, 5, 1, -14
- COC(=O)Nc1ccc(OCc2ccccc2)cc1
  -0.7, -1, 0, 0, 1, 0, 1, -4, 2
- CN1CCN(Cc2nc3ccccc3c(=O)n2CC#N)CC1
  -0.5, -6, 4, -2, 1, -7, 3, -2, -5
- CCCCn1c(Oc2ccc(C(=O)OC)cc2)nc2c1c(=O)n(C)c(=O)n2C
  -2.0, 0, 8, 2, 0, -9, -1, 3, 8
- O=C(O)C1C2C=CC(C2)C1C(=O)Nc1ccccc1Br (configuration not stated)
  0.6, -2, 1, 4, 1, 35, -10, -4, 8
- Cc1ccsc1C(=O)OC(C)C(=O)Nc1ccc(Cl)cn1 (configuration not stated)
  -2.2, -7, -8, 2, 2, -4, -18, -1, 8
- COC(=O)C1C(=O)c2c([nH]c(C(=O)OC3CCCCC3)c2C)CC1C (configuration not stated)
  -0.9, -2, -5, 0, 2, -10, -15, 1, 3
- CC(C)C[C@H]1COc2cc(N3CC[C@@H](O)C3)ccc2S(=O)(=O)N1
  nt, 3, 5, -5, 3, nt, -8, nt, 8
- CCN(CC)c1ccc(/C=N/NC(=O)c2c(Cl)cnn2C)c(O)c1
  5.7, -4, -2, -1, 2, -20, -6, 9, 1
- CC(C)CC(C)NNC(=O)c1cc2ccccc2[nH]1 (configuration not stated)
  -0.6, 1, 5, 1, 1, -60, -6, 1, 3
- COc1ccc(C(=O)C2CCCN(C(=O)c3ccnn3C)C2)cc1OC (configuration not stated)
  -0.7, 0, -2, 0, 1, -7, -1, 7, 1
- Cc1ccc(CNC(=O)c2c(C)cc(=O)oc2C)cc1
  0.2, -4, 7, 3, 1, 2, 18, 6, 18
- COc1ccc(/C=C/C(=O)c2ccc(O)cc2)cc1CN1CCOCC1
  -1.6, -1, -1, -1, 1, 10, 1, -1, -2
- O=C(Nc1ccc(Cl)cc1)C1=Cc2ccccc2OC1
  4.2, -2, 10, -16, 8, -8, 4, 7, 7
- Cc1ccc(-c2nn(-c3ccccc3)cc2C=C2SC(=S)N(CCS(=O)(=O)O)C2=O)cc1
  nt, 0, 0, 0, 0, nt, 5, nt, 6
- CCN(CC)c1nc(-c2ccc(C(=O)NN)cc2)nc(-c2ccc(C(=O)NN)cc2)n1
  2.0, -3, -3, 4, 0, 8, -1, nt, 2
- Cc1nc(-c2cccc(-c3noc(C)n3)c2)no1
  -2.4, -3, 5, -7, 0, 0, 4, 4, 1
- C[C@H](NC(=O)OC(C)(C)C)C(=O)NCC1CCC(C(=O)N[C@@H](Cc2ccccc2)C(=O)O)CC1 (some centres not stated)
  -0.9, 0, -2, -1, 0, 6, 5, 1, -1
- COc1cc(/C=C/C(=O)OCC(=O)N(C)CC(=O)Nc2ccc(F)cc2)ccc1OC(F)F
  0.5, 3, 0, 3, 10, -8, -10, -6, 7
- O=C(NCCc1nc2ccccc2[nH]1)c1ccc(Cl)c([N+](=O)[O-])c1
  -4.4, -6, 9, -17, 7, -34, 9, 5, -19
- Cc1ccc2c(c1)c1c(c(=O)n(-c3ccccc3)c(=O)n1CC(=O)NCC1CCCO1)n2C (configuration not stated)
  -2.5, -1, 6, -3, 0, 5, 1, -2, 0
- CCC1=Nc2cc(C(=O)NCCCN3CCOCC3)ccc2Sc2ccc(Br)cc21
  -0.2, -6, 7, 0, 5, -6, -4, 0, -2
- Cc1ccc(C)c(N2CCN(S(=O)(=O)c3csc(C(N)=O)c3)CC2)c1
  -0.6, 1, 3, -6, 10, -10, -1, 0, -2
- C/C(=N/NC(=O)c1ccc(Br)o1)c1cccs1
  -1.2, -2, 5, 1, 1, -4, 7, nt, 0
- COc1cc(-n2c(C)nc3cc(C(=O)NCc4ccco4)ccc32)cc(OC)c1OC
  -1.9, -2, -4, 1, 1, 16, -6, 4, -4
- COc1ccc(OC)c(Cc2nnc(CCC(=O)NC(C3CC3)C3CC3)o2)c1
  2.6, -1, 6, -5, 0, 13, 4, 0, -2
- COc1ccc(NS(=O)(=O)c2cc(NC(=O)c3cc(F)c(F)c(F)c3F)ccc2N2CCCC2)cc1
  1.8, -1, 3, -6, -1, 11, -7, 0, -15
- COc1cc(/C=C/C(=O)OCC(=O)NCCc2ccccc2)ccc1OC(F)F
  -1.4, -5, 11, -1, 3, -8, -12, -2, -2
- C/C=C/C=[N+](\[O-])C(C)/C(=N/O)c1ccc(F)cc1 (configuration not stated)
  1.6, 3, 2, -4, 0, -6, -1, -1, 7
- COc1ccc(/C=N/Nc2nc(=O)[nH]nc2C)cc1[N+](=O)[O-]
  2.0, 1, -3, -5, 1, 6, 10, 2, -8
- Cc1cc(C)n(CC(O)COc2ccc(Cl)cc2)n1 (configuration not stated)
  -2.5, -4, 8, 0, 0, 23, 8, -2, 0
- Cc1ccc(S(=O)(=O)Cc2ccc(C(=O)NC3CCCCCC3)o2)cc1
  -2.1, -3, -9, 8, 2, -17, -20, -2, 3
- CSc1ncccc1C(=O)OCC(=O)c1cccc(Br)c1
  4.0, -4, -23, 1, 2, 2, -7, 12, 1
- Cc1[nH]c2ccccc2c1C(=O)C(=O)NCc1nnnn1-c1ccc(F)c(F)c1
  0.3, 1, -4, 0, 5, -4, -2, nt, 1
- CC(C)(C)NS(=O)(=O)c1ccc(NC(=O)CS(=O)(=O)Cc2ccccc2)cc1
  -0.2, -1, 6, -1, 2, -3, 2, 6, 6
- Cc1ccc(-c2csc(NC(=O)c3ccc(S(=O)(=O)N4CCc5ccccc54)cc3)n2)cc1
  0.5, 1, 0, -7, 0, 12, -3, -2, -2
- COc1ccc(Cc2nnc(SCC(=O)Nc3nc(C)cs3)o2)cc1
  -0.1, 0, 4, 0, 0, -23, -7, -3, -4
- O=c1c2cc([N+](=O)[O-])cc([N+](=O)[O-])c2[nH]n1-c1ccccc1
  -4.9, -2, 8, 1, 0, 11, -9, -1, 10
- COc1ccc(/C=C/c2nc(S(=O)(=O)c3ccccc3)c(N(C)C)o2)cc1OC
  0.3, -6, 25, -9, -1, 7, 5, 0, 0
- CC(C)(C)c1ccc(C(=O)/C(C#N)=C/c2cccs2)cc1
  0.3, -2, 17, -17, 8, 2, -3, -3, -31
- CC1CN(C(=O)COC(=O)c2ccc(N)c([N+](=O)[O-])c2)CC(C)O1 (configuration not stated)
  1.9, 1, -10, 3, 1, 8, -6, 1, -2
- COc1ccc(-c2nc3cccc(C)n3c2NCc2ccco2)cc1OC
  3.7, -4, 13, 1, 2, -23, -4, -1, 10
- Cc1nc2ccc(C(=O)N(C)Cc3ccccc3)cn2c1N(C)C(=O)CCc1ccccc1
  nt, -1, 14, 0, 2, nt, -2, nt, -2
- Nc1nc(Cl)cc(Sc2ccc3ccccc3c2)n1
  2.7, -8, 2, -6, -1, 3, -7, -1, 3
- Cc1c(Cl)cccc1NC(=O)CCN1CCN(CCO)CC1
  -1.7, 0, -2, 9, 0, 14, -2, nt, 0
- C[C@H](c1ccccc1)N1C[C@H](COCc2ccccc2)Oc2cc(N3CC[C@H](N(C)C)C3)ccc2S1(=O)=O
  nt, 6, 1, 0, 12, nt, -3, nt, -4
- NC(c1csc(NC(=O)Nc2cccc(C(F)(F)F)c2)n1)C1CCCCC1 (configuration not stated)
  nt, 1, 10, 0, 16, nt, 20, nt, -1
- CCOC(=O)C1(Cc2cccc(OC)c2)CCN(Cc2cccn2-c2ccccn2)CC1
  2.5, -4, 0, 2, 3, 4, -19, 2, 3
- CCCCc1ccc(NC(=S)Nc2ccc(Nc3ccc(OC)cc3)cc2)cc1
  -0.5, 0, 7, -4, 0, -3, -1, -5, 7
- O=C1Nc2ccccc2CCc2ccccc21
  -0.4, 0, 4, 5, 1, -1, 1, -2, 1
- CCCOP(=O)(OCCC)c1nc(-c2ccccc2)oc1NCc1ccccc1
  -2.0, -6, 1, 3, 6, -16, -9, 5, 1
- O=C(Cn1c(=O)[nH]c2ccccc2c1=O)N1CCN(Cc2ccc3c(c2)OCO3)CC1
  0.3, 4, -4, 5, 3, 9, 0, -1, 3
- COCCOC(=O)C1=C(C)NC(=O)NC1C1CC=CCC1 (configuration not stated)
  0.0, 3, 7, -7, 1, 10, 0, 1, -5
- Cc1nn(Cc2c(F)cccc2Cl)c(=O)c2ccccc12
  -0.9, -5, 17, -5, -1, 5, -7, -3, -3
- Cc1cccc(Oc2ccccc2N)c1
  -1.2, 1, -3, 0, -1, 11, -1, 3, 6
- c1ccc(COCCN2CCN(CCOCc3ccccc3)CC2)cc1
  -3.1, -7, -4, -3, 1, 9, 1, 1, -8
- Fc1ccc(-c2csc3ncnc(N4CCN(Cc5ccccc5)CC4)c23)cc1
  -0.1, -4, 5, -1, 0, -22, 3, -1, -4
- O=c1[nH]cc(NCCNc2ncc(C(F)(F)F)cc2Cl)c(=O)[nH]1
  0.3, 0, 5, -3, 2, 1, 1, 1, 11
- COc1ccc(N(CC(=O)Nc2cccc(SC)c2)S(C)(=O)=O)cc1Cl
  -0.3, 2, 3, -11, 5, -2, -1, 3, -3
- CCOC(=O)C1=C[C@@H](c2ccccc2)N(S(=O)(=O)c2ccc(C)cc2)[C@H]1c1cccc(Cl)c1
  nt, 3, 2, -8, 0, nt, 7, nt, -10

Four compounds from above, arranged by heavy-atom count, high to low:
Each structure is followed by: CRFBP-R2 agonist, M5 ag, M5 antag, CHRM5 PAM, CHRM4 agonist, CRFBP-R2 block, M4 antag, IDE inh, CHRM4 PAM
- Cc1ccc(-c2csc(NC(=O)c3ccc(S(=O)(=O)N4CCc5ccccc54)cc3)n2)cc1
  0.5, 1, 0, -7, 0, 12, -3, -2, -2
- Fc1ccc(-c2csc3ncnc(N4CCN(Cc5ccccc5)CC4)c23)cc1
  -0.1, -4, 5, -1, 0, -22, 3, -1, -4
- Cc1ccc(S(=O)(=O)Cc2ccc(C(=O)NC3CCCCCC3)o2)cc1
  -2.1, -3, -9, 8, 2, -17, -20, -2, 3
- Cc1c(Cl)cccc1NC(=O)CCN1CCN(CCO)CC1
  -1.7, 0, -2, 9, 0, 14, -2, nt, 0

Four entries already listed, sorted by their value in CHRM5 PAM, largest number first.
Each structure is followed by: CRFBP-R2 agonist, M5 ag, M5 antag, CHRM5 PAM, CHRM4 agonist, CRFBP-R2 block, M4 antag, IDE inh, CHRM4 PAM
- COc1cc(/C=C/C(=O)OCC(=O)N(C)CC(=O)Nc2ccc(F)cc2)ccc1OC(F)F
  0.5, 3, 0, 3, 10, -8, -10, -6, 7
- COc1ccc(/C=C/C(=O)c2ccc(O)cc2)cc1CN1CCOCC1
  -1.6, -1, -1, -1, 1, 10, 1, -1, -2
- Cc1ccc2c(c1)c1c(c(=O)n(-c3ccccc3)c(=O)n1CC(=O)NCC1CCCO1)n2C (configuration not stated)
  -2.5, -1, 6, -3, 0, 5, 1, -2, 0
- Cc1ccc(C)c(N2CCN(S(=O)(=O)c3csc(C(N)=O)c3)CC2)c1
  -0.6, 1, 3, -6, 10, -10, -1, 0, -2
